p47phox inh = blocks human p47phox regulatory protein of NADPH oxidases; P14598; p47phox/p22phox peptide binding, fluorescence polarization, 2 h; inhibition, % at 24.7 µM; 0.53% of 220,000 active; AID 1274;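 active means inhibition above about 30%, limit read from the data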;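 further: 0% = p47phox with labelled peptide and 100% = labelled peptide alone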
Target sequence (P14598 whole entry, looked up): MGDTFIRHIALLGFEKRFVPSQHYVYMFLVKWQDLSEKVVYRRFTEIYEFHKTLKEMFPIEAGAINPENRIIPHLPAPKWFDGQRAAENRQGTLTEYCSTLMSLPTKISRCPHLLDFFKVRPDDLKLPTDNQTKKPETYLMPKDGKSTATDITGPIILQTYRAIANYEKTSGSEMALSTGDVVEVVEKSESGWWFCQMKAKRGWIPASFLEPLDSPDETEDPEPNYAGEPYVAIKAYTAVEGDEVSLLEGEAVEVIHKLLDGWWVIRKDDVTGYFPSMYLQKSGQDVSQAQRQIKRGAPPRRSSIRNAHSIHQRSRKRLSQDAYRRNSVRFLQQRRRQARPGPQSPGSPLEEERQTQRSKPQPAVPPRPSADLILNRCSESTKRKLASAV
Mdm2 ligase inh = blocks human Mdm2 ubiquitin ligase activity. signal enhancement, % at 5 µM. cell-based MDM2 ubiquitination luciferase reporter, 2 h; 0 = plate control, 100 = twice control, blank-subtracted. Q00987. 0.11% of 210,000 active;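 active means signal enhancement of 30% or more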;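 further: luminescence tracks abundance of the self-degrading MDM2-luciferase fusion protein; higher signal means inhibition of MDM2 E3 ligase activity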
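Material: Stable MDM2–luciferase fusion reporter cells | Amount: 2000 cells seeded into each well | Dosing: One concentration, 5 µM, with 0.2% DMSO | Incubation: 4 h cell settling then 2 h compound exposure, 37 °C | Measured by: Luciferase luminescence | Read-out basis: % enhancement relative to plate controls after blank subtraction | Benchmarks: Control and blank well means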
zVAD death inh = L929 zVAD cell death inhibition; L929 zVAD necroptosis rescue, ATP luminescence, 24 h; with zVAD 60 µM; AID 1377; viability rescue, % at 10 µM; 0.38% of 220,000 active;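 active means activation, scaled between plate controls, above about 75%, limit read from the data; inactive means activation under that limit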;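 further: 0% = zVAD with DMSO and 100% = DMSO alone without zVAD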
EBV gp42 block = inhibitors of Epstein-Barr virus glycoprotein 42 | inhibition, % (tested at 21.74 µM) | Fluorescence polarization binding assay, mP read-out | Q1HVG2 | 0.42% of 220,000 active; in the data active means inhibition above about 50%
Tb hexokinase = T. brucei hexokinase 1 inhibition | 0.11% of 220,000 active | recombinant TbHK1, G6PDH-coupled NADH A340 | inhibition, % at 10 µM;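 active means inhibition of 50% or more in the single-dose primary screen; inactive means inhibition below 50%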
14-3-3 Bad inh = disrupts binding of bovine 14-3-3 zeta to phospho-Bad peptide. P63103. TR-FRET 14-3-3zeta/Dy647-pBad peptide displacement, 1 h. inhibition, % at 21.7 µM. 0.71% of 220,000 active. AID 781;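 active means inhibition above about 70%, limit read from the data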;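 further: 0% = full 14-3-3 plus peptide FRET controls and 100% = background without 14-3-3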
Runt-CBFb FRET = inhibitors of human RUNX1 Runt domain binding to CBFb; AID 1496; Cerulean-Runt/Venus-CBFb FRET ratio 530/480, 1 h; 0.46% of 220,000 active; inhibition, % at 20 µM; Q01196+Q13951;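 active means inhibition over about 50% at 20 µM in the single-dose screen, limit read from the data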;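 further: 0% = DMSO wells and 100% = excess unlabeled CBFb competitor control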
Target sequence (Q01196 whole entry, looked up, the tested form may be a part): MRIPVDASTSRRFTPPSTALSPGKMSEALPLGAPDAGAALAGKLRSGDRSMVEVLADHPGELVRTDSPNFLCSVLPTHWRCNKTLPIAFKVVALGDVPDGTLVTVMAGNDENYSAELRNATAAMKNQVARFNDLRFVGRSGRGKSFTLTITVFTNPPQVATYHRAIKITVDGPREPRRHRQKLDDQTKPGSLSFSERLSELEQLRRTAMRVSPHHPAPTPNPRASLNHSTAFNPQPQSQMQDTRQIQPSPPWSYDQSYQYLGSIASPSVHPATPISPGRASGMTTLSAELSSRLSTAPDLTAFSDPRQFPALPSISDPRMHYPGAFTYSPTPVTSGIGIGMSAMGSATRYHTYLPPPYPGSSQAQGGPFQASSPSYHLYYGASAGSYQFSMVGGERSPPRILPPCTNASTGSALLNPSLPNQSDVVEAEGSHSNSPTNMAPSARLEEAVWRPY
Target sequence (Q13951 whole entry, looked up, the tested form may be a part): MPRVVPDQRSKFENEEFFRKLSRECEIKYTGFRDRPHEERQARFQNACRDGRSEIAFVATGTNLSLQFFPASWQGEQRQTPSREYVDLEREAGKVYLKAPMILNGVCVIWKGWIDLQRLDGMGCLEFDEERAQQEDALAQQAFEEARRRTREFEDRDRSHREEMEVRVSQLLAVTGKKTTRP
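test system = Cerulean-Runt domain fusion protein, energy donor | probe or stimulus = Venus-CBFb binding partner, 100 nM | incubation = two 1 h room-temperature incubations shielded from light | detection = fluorescence energy transfer, 422 nm excitation, 530/480 nm emission | measure = loss of energy transfer signal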
Runt-SMMHC FRET = Runt domain-CBFb-SMMHC interaction inhibition; Q01196+Q13951; Cerulean-Runt/Venus-CBFb-SMMHC FRET ratio 530/480, 1 h; inhibition, % at 20 µM; 0.74% of 220,000 active;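 active means mean inhibition across duplicate retests at 20 µM reaching about 50%, limit read from the data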;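 further: 0% = DMSO wells and 100% = wells with excess untagged CBFb-SMMHC; inhibitors lower the FRET ratio by blocking Runt binding to CBFb-SMMHC; some results filed as inactive read as strong as hits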
Hck-Nef inh = blocks Nef-activated human Hck kinase; inhibition, % at 20 µM; 0.68% of 220,000 active; P08631; AID 463187; Recombinant Hck-YEEI plus Nef, Z-Lyte FRET kinase assay;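 active means Hck-Nef kinase inhibition above about 50%, limit read from the data; inactive means inhibition below that limit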;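 further: 0% = DMSO with Hck plus Nef and 100% = Hck alone without Nef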
The depositor's hits bear a star; / = no result given; [ ] = dose if it differs, or a comment.

Value order – Mdm2 ligase inh, zVAD death inh, p47phox inh, Runt-CBFb FRET, Runt-SMMHC FRET, Hck-Nef inh, 14-3-3 Bad inh, EBV gp42 block, Tb hexokinase
CCC(C)NC(=O)COC(=O)c1oc2ccccc2c1CSc1ccc(Cl)cc1 (configuration not stated)
 : -2.2, 0.8, -15.2, 8.2, 6.6, 3.2, -9.5, -28.0, 3.0
Cn1c(Cc2c[nH]c3ccccc23)n[nH]c1=S
 : 4.1, -0.5, -6.5, 9.5, 5.0, -1.9, 5.7, -14.1, -5.9
COc1ccc(C(C)(C)C)cc1NC(=O)COC(=O)c1cc(SC)ccc1Cl
 : -6.4, 7.1, -17.2, 0.4, 3.1, 1.1, -7.0, 1.0, 4.0
N#Cc1nc(COc2ccccc2)oc1N1CCOCC1
 : 1.8, 0.1, -5.8, -0.3, -2.1, 1.0, 12.8[fluorescence artefact?], -5.7, 0.3
COc1ccc(S(=O)(=O)NNC(=O)c2cc3cc4ccccc4nc3s2)cc1
 : -6.9, 0.3, -4.1, 0.1, -10.3, -1.3, -15.7[fluorescence artefact?], -9.4, -3.0
COc1ccccc1N1CCN(C2CCN(C(=O)c3cc(OC)c(OC)c(OC)c3)CC2)CC1
 : -14.5, 0.1, -0.2, 1.4, -5.7, -6.3, 79.0*, -16.1, -2.1
O=C(C[n+]1ccc(Cc2ccccc2)cc1)Nc1ccc([N+](=O)[O-])cc1Cl
 : -9.8, 0.4, -1.1, /, /, 23.8, -6.1, -12.1, -7.2
Nc1ccc(NC(=O)NC2CCCCC2)cc1
 : -5.3, 0.4, 1.6, 0.2, -1.6, 17.9, 1.1, -7.9, -3.2
O=C(NCCc1ccccc1)C1CCN(C2CCN(Cc3ccc(CO)o3)CC2)CC1
 : 37.8*, 1.5, -2.3, /, /, 17.9, -16.3, -18.3, -2.1
Cc1cc(=O)[nH]c(SCc2nc3ccccc3s2)n1
 : -3.1, 1.2, -7.8, -1.3, -4.8, 4.6, 6.6, 2.4, 1.1
COc1ccc(/C=C/C(=O)NCCNC(=O)c2ccccc2)cc1OC
 : -17.8, -0.3, 0.5, -0.7, 1.2, 3.8, 45.8, -13.0, -5.4
O=C(Nc1cccc(Cl)c1)C1=Cc2cc(Cl)ccc2OC1
 : -6.7, -0.4, -8.7, 0.2, 1.3, 2.7, 29.7[fluorescence artefact?], -3.8, 7.7
CCOc1cc(C2C3=C(CCCC3=O)NC3=C2C(=O)CCC3)ccc1OCCO
 : -15.1, 1.7, 1.1, 5.5, 4.4, 13.7, -8.3, -14.1, -4.1
O=c1ccc2[n+]([O-])c3ccc(O)cc3oc-2c1
 : -10.7, -1.4, -297.7, 7.0, 9.3, 50.5*, 25.5, 110.4*, 7.8
O=C(c1ccncc1)c1ccc(NS(=O)(=O)c2ccc(Br)s2)cc1
 : -3.9, -0.1, -10.1, -1.9, -3.1, -1.6, 24.9, -20.0, -1.8
CCC(Sc1nc2ccccc2[nH]1)C(=O)Nc1cc(C)on1 (configuration not stated)
 : -21.1, 2.6, -5.0, 1.1, -1.5, 1.2, -3.6, -0.6, -6.4
O=C(O)c1ccc2cc[nH]c2c1
 : -14.4, 0.4, -14.0, -0.5, 0.2, -0.6, 18.0, -11.6, -2.4
COc1ccccc1-c1nn2c(C(F)(F)F)nnc2s1
 : 6.2, -0.1, -5.1, 1.9, 3.5, -0.3, -0.3[fluorescence artefact?], -3.4, 1.5
COc1cccc(NC(=O)N2CCN(C(=O)C(Cc3ccc(OC)c(OC)c3)NC(C)=O)CC2)c1 (configuration not stated)
 : -11.0, -0.1, -4.7, -4.6, -3.9, 1.3, -0.4, -3.6, -1.6
CCOC(=O)c1c(C)[nH]c(C)c1C(=O)CSc1nc2ccccc2n1CC
 : -19.7, 0.3, -4.2, -1.8, 1.8, -0.9, -6.2, 122.0*, -5.6
COc1cc(C(=O)Nc2ccc(S(=O)(=O)Nc3onc(C)c3C)cc2)cc(OC)c1OC
 : -7.4, 0.0, -5.3, -1.2, -10.1, 1.4, 4.1, -5.3, -2.6
O=C(CSc1nnc(-c2c[nH]c3ccccc23)o1)N1c2ccccc2CCc2ccccc21
 : -18.1, 0.1, -6.8, -5.1, -0.4, 0.4, 0.7, 2.1, -9.0
Cc1cc(C)nc(NC(=O)CSc2nc3cc(Cl)ccc3s2)n1
 : 13.6, -0.6, -3.7, -4.9, -7.1, -0.6, 13.2[fluorescence artefact?], -8.7, 22.5
CCOc1ccc(-c2[nH]nc3c2C(c2ccc4c(c2)OCO4)C(C#N)=C(N)O3)cc1OC (configuration not stated)
 : 1.9, 4.0, -7.7, 0.2, -1.7, -3.5, -4.8, 22.3, 0.5
Cc1cc(NC(=O)CSc2nnnn2Cc2ccccc2)no1
 : -0.3, 0.0, -14.4, -1.7, -3.2, 1.1, 4.2[fluorescence artefact?], -21.3, 1.8
C/C(=N\Nc1ccccn1)c1ccc(S(=O)(=O)NCc2ccco2)cc1
 : -1.3, 0.4, -3.0, 0.4, -0.1, 0.2, -13.2, 8.9, -25.2
CCCSc1nc(N2CCCC2)c2c(c1C#N)CC(C)(C)OC2
 : -0.4, 0.2, -1.6, -2.6, -2.0, -8.5, -9.5, -6.8, 0.4
CCN(CC)C(=O)N1CCN(S(=O)(=O)c2ccccc2)CC1
 : -4.4, 0.2, -5.0, 0.6, 1.3, 18.6, -6.9, -22.1, -3.9
CCC(C)(C)NC(=O)C(c1ccccn1)N(C(=O)c1csnn1)c1ccccc1 (configuration not stated)
 : 3.0, 5.2, -3.4, 0.6, 2.4, 15.8, -9.9, -8.6, -7.5
O=C(NNC(=O)c1cc2cc(OC(F)(F)F)ccc2[nH]1)c1ccc(Cl)cc1
 : -8.9, 2.1, -3.6, 2.4, 2.6, -4.0, -6.7, -6.7, -27.5

Given with bars between the fields: entries from further up
molecule | Mdm2 ligase inh | zVAD death inh | p47phox inh | Runt-CBFb FRET | Runt-SMMHC FRET | Hck-Nef inh | 14-3-3 Bad inh | EBV gp42 block | Tb hexokinase
Cc1cc(C)nc(NC(=O)CSc2nc3cc(Cl)ccc3s2)n1 | 13.6 | -0.6 | -3.7 | -4.9 | -7.1 | -0.6 | 13.2[fluorescence artefact?] | -8.7 | 22.5
CCOc1ccc(-c2[nH]nc3c2C(c2ccc4c(c2)OCO4)C(C#N)=C(N)O3)cc1OC (configuration not stated) | 1.9 | 4.0 | -7.7 | 0.2 | -1.7 | -3.5 | -4.8 | 22.3 | 0.5
Cc1cc(NC(=O)CSc2nnnn2Cc2ccccc2)no1 | -0.3 | 0.0 | -14.4 | -1.7 | -3.2 | 1.1 | 4.2[fluorescence artefact?] | -21.3 | 1.8
C/C(=N\Nc1ccccn1)c1ccc(S(=O)(=O)NCc2ccco2)cc1 | -1.3 | 0.4 | -3.0 | 0.4 | -0.1 | 0.2 | -13.2 | 8.9 | -25.2
CCCSc1nc(N2CCCC2)c2c(c1C#N)CC(C)(C)OC2 | -0.4 | 0.2 | -1.6 | -2.6 | -2.0 | -8.5 | -9.5 | -6.8 | 0.4
CCN(CC)C(=O)N1CCN(S(=O)(=O)c2ccccc2)CC1 | -4.4 | 0.2 | -5.0 | 0.6 | 1.3 | 18.6 | -6.9 | -22.1 | -3.9
CCC(C)(C)NC(=O)C(c1ccccn1)N(C(=O)c1csnn1)c1ccccc1 (configuration not stated) | 3.0 | 5.2 | -3.4 | 0.6 | 2.4 | 15.8 | -9.9 | -8.6 | -7.5
O=C(NNC(=O)c1cc2cc(OC(F)(F)F)ccc2[nH]1)c1ccc(Cl)cc1 | -8.9 | 2.1 | -3.6 | 2.4 | 2.6 | -4.0 | -6.7 | -6.7 | -27.5

Additional results:
Value order – Mdm2 ligase inh, zVAD death inh, p47phox inh, Runt-CBFb FRET, Runt-SMMHC FRET, Hck-Nef inh, 14-3-3 Bad inh, EBV gp42 block, Tb hexokinase
CN(C)c1ccc(NC(=O)Cn2cc3c(n2)CCCC3)cc1
 : -26.7, 2.5, 12.4, 2.2, 0.5, 3.9, -1.5, -5.5, -0.2
Cc1csc(NC(=O)CSc2nc3[nH]ncc3c(=O)[nH]2)n1
 : -10.7, 0.6, -13.1, 0.6, -4.9, 20.9, -4.6, -10.4, 1.4
Cc1cccc(NC(=O)c2snc3c(=O)[nH]cnc23)c1
 : -30.4, 0.0, -3.9, 0.7, 1.0, 1.3, /, -2.7, 2.0
Cc1ccccc1N(C(=O)Cc1ccsc1)C(C(=O)NC1CCCCC1)c1ccc(F)cc1 (configuration not stated)
 : -14.4, -0.3, -6.7, 6.9, 3.7, -0.1, 6.5[fluorescence artefact?], -9.4, 17.4
Fc1ccc(OCc2nc(-c3ccc(Br)o3)no2)c(F)c1
 : -11.2, -0.6, -6.2, -0.5, -0.3, 4.7, 9.4, 3.2, 10.3
O=CNNC(=O)c1cccc([N+](=O)[O-])c1
 : 9.7, 1.0, -5.9, 1.2, 3.1, 1.2, -22.3, 4.1, 29.3
CC(=O)Nc1ccc(-c2nnn(CC(=O)c3ccccc3)n2)cc1Cl
 : -23.6, -0.5, -18.3, 1.1, 1.8, -1.8, 0.5, -15.7, 7.1
COc1cccc(-n2c(SCC(=O)N3CCOCC3)nnc2-c2c[nH]c3ccccc23)c1
 : -7.7, 0.8, -12.5, 1.1, 0.1, 12.5, 5.7, 1.2, 1.2
CN1CCN(S(=O)(=O)c2ccc(N(C)CC(=O)Nc3ccc(F)cc3)nc2)CC1
 : 1.1, -0.3, -7.0, /, /, 1.4, 3.3[fluorescence artefact?], -24.0, 2.7
O=[N+]([O-])c1cc(CSC2=NCCN2)ccc1O
 : -5.8, 1.0, 20.9, -1.3, -5.0, 11.6, 4.3, -8.0, 4.6
O=C(NCc1ccco1)C(c1ccccc1)N(Cc1cccnc1)C(=O)Cn1nnc2ccccc21 (configuration not stated)
 : -6.8, -0.4, -22.6, -1.1, 5.0, -0.7, -5.0[fluorescence artefact?], -2.1, 5.0
COc1cc(OC)c(OC)cc1C=NCC1(c2ccccc2)CCCC1
 : -6.2, 0.2, -18.3, 1.5, -2.8, 0.2, -11.2, 3.0, -20.8
COc1ccc(C(=O)NNC(=O)c2ccc(S(=O)(=O)N3CCOCC3)cc2)cc1
 : -10.8, 0.0, 2.5, -1.4, 2.1, 19.1, -4.6, -6.2, -8.8

Screens as filed in PubChem.

The order is random; about 3.2% have a hit in one of these screens.
